Assay outcomes deposited in PubChem by several laboratories.
S1P3 antag = S1P3 receptor antagonists, primary screen, cell-based. Sphingosine 1-phosphate receptor 3 (Homo sapiens), Q99500. CHO S1P3 NFAT-BLA reporter, FRET fluorescence, antagonist mode. inhibition, % at 4.98 µM. hit rate 0.27% among 170,000;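 active means inhibition above the plate cutoff, the mean inhibition of test wells on that plate plus 3 SD, cut at about 28% in these data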;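 further: cells challenged with S1P at its EC80 of 0.8 µM; blue over green emission ratio from cleaved BLA substrate after 4 h stimulation; 0% = S1P-stimulated wells and 100% = unstimulated DMSO-only wells; some compounds past the cut are filed as inactive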
Diaphorase act = compounds boosting diaphorase resazurin reduction – biochemical, uHTS, resorufin fluorescence, counter-screen for diaphorase-coupled primary assays, primary screen | Diaphorase/resazurin coupled assay, 16 min; hits give high values; 1 = vehicle wells, 0 = NADH-free wells | activation factor at 20 µM | hit rate 0.005% among 190,000 | AID 1229, 2008;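 active means diaphorase activity raised at least twofold by the compound at 20 µM; inactive means activation factor below 2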
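Material: bacterial diaphorase enzyme (C. kluyveri); amount: enzyme 0.07 U/mL final; reagent: NADH substrate 0.114 mM plus resazurin dye 0.1 mM, final; doses: single compound dose of 20 µM, 1% DMSO final; timing: 16 min enzyme reaction, ambient temperature; measured by: fluorescence of resorufin, 544 nm excitation, 590 nm emission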
RAM network inh = inhibitors of the yeast RAM network, primary screen, dse1pr::URA3 reporter, 5-FOA selection; S. cerevisiae dse1pr::URA3 reporter, 5-FOA growth OD615, 2 d; analog-sensitive cbk1-as2 kinase mutant strain; inhibition, % at 50 µM; hit rate 1.8% among 190,000;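 active means inhibition above a set limit, 3 SD over mean compound inhibition, cut at about 8.4% in these data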;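 further: 0% = DMSO-only wells with no growth and 100% = 10 µM 1-NA-PP1 full growth; inhibition rescues growth on 5-FOA so higher OD means more RAM inhibition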
Redox H2O2 prof = compounds producing H2O2 with reducing agent – biochemical, NIH compound library profiling, artefact control for MLSCN library redox annotation, primary screen. hit rate 0.03% among 200,000. DTT-dependent redox cycling H2O2, phenol red/HRP absorbance; 100% = 100 µM peroxide control, 0% = buffer. activation, % at 10 µM. AID 878, 2007;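 active means activation of at least 50% relative to the plate's high and low controls in the primary single-dose screen; inactive means activation below 50%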;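 further: compound incubated with DTT at 0.8 mM final as the reducing agent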
G6PDH counter = L. mesenteroides G6PDH inhibitors, counter-screen for G6PDH-coupled screening assays, biochemical, Leuconostoc mesenteroides enzyme; inhibition, % at 5 µM; Purified L. mesenteroides G6PDH, diaphorase/resazurin coupled fluorescence, 45 min; hit rate 0.12% among 200,000; AID 1020, 2008
PMI act = activators of human PMI, primary screen, biochemical, fluorescence intensity, near-Km mannose 6-phosphate. Mannose-6-phosphate isomerase (Homo sapiens), P34949. purified human PMI, coupled resazurin fluorescence, 20 min; hits give high values; 1 = vehicle control, 0 substrate-free wells. activation factor at 20 µM. hit rate 0.005% among 190,000;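 active means activation factor of 2 or more at 20 µM, relative to plate controls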
Diaph inh CS = diaphorase inhibitors and chemical oxidizers, primary screen, counter-screen for diaphorase-coupled primary assays, biochemical, uHTS, resorufin fluorescence; inhibition, % at 20 µM; hit rate 0.69% among 190,000; diaphorase resazurin-to-resorufin fluorescence, NADH, 16 min; bacterial (C. kluyveri) enzyme, not human;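 active means primary screen inhibition at 20 µM above a set limit, cut at about 50% in these data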;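 further: plate controls were DMSO with full reaction for no effect and wells lacking NADH for full effect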
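System: Diaphorase enzyme from Clostridium kluyveri | Amount: Enzyme working solution with 0.14 U/mL diaphorase | Benchmarks: No-NADH positive control and DMSO neutral control | Signal: Fluorescence of resorufin formed from resazurin, Ex 544/Em 590 nm | Schedule: 16-min room-temperature incubation before reading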
TLR4 MyD88 comp = inhibitors of TLR4-MyD88 association in cells, primary screen, cell-based, HeLa CL3-4, BLA complementation, FRET ratio. hit rate 0.18% among 200,000. Toll-like receptor 4 (Homo sapiens) + Myeloid differentiation primary response protein …. inhibition, % at 8.4 µM. HeLa CL3-4 TLR4/MyD88 BLA complementation; in the data active means inhibition above about 25%;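 further: 0% = vehicle and 100% = reference inhibitor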
Target sequence (O00206 whole entry, looked up): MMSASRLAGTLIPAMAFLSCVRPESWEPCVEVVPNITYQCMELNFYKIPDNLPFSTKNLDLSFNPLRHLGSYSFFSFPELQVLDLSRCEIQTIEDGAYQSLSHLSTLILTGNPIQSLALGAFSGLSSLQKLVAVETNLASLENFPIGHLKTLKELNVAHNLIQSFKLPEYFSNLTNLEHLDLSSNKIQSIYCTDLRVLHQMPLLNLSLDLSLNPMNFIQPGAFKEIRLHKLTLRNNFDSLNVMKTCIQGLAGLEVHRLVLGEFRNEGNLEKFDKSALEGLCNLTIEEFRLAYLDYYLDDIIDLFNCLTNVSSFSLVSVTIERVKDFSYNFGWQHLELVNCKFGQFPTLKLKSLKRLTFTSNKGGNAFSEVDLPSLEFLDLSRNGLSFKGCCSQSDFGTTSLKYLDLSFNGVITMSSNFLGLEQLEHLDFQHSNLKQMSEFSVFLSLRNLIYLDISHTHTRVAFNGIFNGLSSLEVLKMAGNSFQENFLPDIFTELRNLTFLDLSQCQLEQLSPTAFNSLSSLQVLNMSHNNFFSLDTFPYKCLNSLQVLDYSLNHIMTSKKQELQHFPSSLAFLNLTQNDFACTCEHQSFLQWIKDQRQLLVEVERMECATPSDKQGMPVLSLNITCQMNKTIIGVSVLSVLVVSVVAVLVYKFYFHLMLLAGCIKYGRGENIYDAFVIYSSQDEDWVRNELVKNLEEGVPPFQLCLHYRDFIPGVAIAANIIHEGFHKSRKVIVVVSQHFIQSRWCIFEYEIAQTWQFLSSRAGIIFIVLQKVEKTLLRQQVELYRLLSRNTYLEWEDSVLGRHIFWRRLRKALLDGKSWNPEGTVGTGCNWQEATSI
Target sequence (Q99836 whole entry, looked up): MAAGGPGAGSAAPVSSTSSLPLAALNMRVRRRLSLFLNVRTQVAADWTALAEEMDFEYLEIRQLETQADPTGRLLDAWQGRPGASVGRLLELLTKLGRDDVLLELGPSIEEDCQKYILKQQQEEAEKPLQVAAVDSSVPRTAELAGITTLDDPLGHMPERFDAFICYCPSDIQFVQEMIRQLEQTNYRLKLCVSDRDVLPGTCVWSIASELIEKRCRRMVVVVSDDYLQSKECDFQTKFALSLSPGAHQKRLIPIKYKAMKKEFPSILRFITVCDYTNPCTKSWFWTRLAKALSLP
PMI act hi M6P = human PMI activators, high substrate, primary screen, biochemical, fluorescence intensity, near-saturating mannose 6-phosphate; hit rate 0.34% among 190,000; coupled PMI enzyme assay, resazurin fluorescence, 20 min; hits give high values; 1 = untreated enzyme, 0 = substrate-free blank; Mannose-6-phosphate isomerase (Homo sapiens), P34949; activation factor at 20 µM; AID 1216, 2008;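 active means activation factor of 2 or more at 20 µM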
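Test system: human phosphomannose isomerase with PGI, G6PDH, diaphorase coupling enzymes; Amount: PMI at 15 ng/mL final; Reagent: Mannose-6-phosphate 1.0 mM (near-saturating) plus 0.22 mM NADP+; Timing: 20 min, room temperature; Technique: resorufin fluorescence at Ex 544/Em 590 nm; Dosing: 20 µM single dose.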
Hsp70 activator = Hsp70 transcriptional activators, primary screen, cell-based, HeLa, Hsp70 promoter luciferase, luminescence, 10 µM | HeLa Hsp70 promoter luciferase reporter; scaled: vehicle 0, proteasome-inhibitor control 100% | activation, % at 10 µM | hit rate 0.04% among 200,000;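 active means activation above the mean across all tested compounds plus 3 SD, cutoff set per campaign, cut at about 5.5% in these data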;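 further: 100% = MG132 at 30 µM as the positive control and 0% = DMSO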
L major viab = Leishmania major promastigote growth inhibition, primary screen; Leishmania major promastigotes, resazurin fluorescence viability; inhibition, % at 10 µM; hit rate 9% among 200,000; AID 1063, 2008;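 further: promastigotes grown with compound for 44 hours at 28 °C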
Active calls of the source: *. Unless noted, no stated cut-off is given here; in the data, active means inhibition above about 50%; inactive means the rest.

For CCCNC(=O)c1ccccc1NC(=O)CN(c1ccccc1)S(=O)(=O)N(C)C the results were S1P3 antag 2.7, Diaphorase act 0.8, RAM network inh 1.1, Redox H2O2 prof 0.1, G6PDH counter 7.3, PMI act 0.9, Diaph inh CS 19.8, TLR4 MyD88 comp -10.2, PMI act hi M6P 1, Hsp70 activator -0.1 and L major viab -1.3.
For CCN(CC)c1cc(C)c2cc(NC(=O)CNC(C)=O)ccc2n1 the results were Diaphorase act 0.9, RAM network inh 0.5, Redox H2O2 prof -0.2, G6PDH counter 4.9, PMI act 0.9, Diaph inh CS 12.2, TLR4 MyD88 comp 0.3, PMI act hi M6P 0.9, Hsp70 activator 0.1 and L major viab 1.2.
For CCOc1ccc(CNC(=O)NS(=O)(=O)c2ccc(OC)cc2)cc1 the results were S1P3 antag -14.7, Diaphorase act 0.9, RAM network inh 4.9, Redox H2O2 prof -1.9, G6PDH counter 1.7, PMI act 1.1, Diaph inh CS 10.1, TLR4 MyD88 comp 6.6, PMI act hi M6P 1.1, Hsp70 activator -0.1 and L major viab -6.5.
Screening Cn1nnnc1SCC(=O)Nc1ccc2c(c1)OCO2 returned S1P3 antag -13.4, Diaphorase act 0.9, RAM network inh 4.4, Redox H2O2 prof -0.6, G6PDH counter 7.7, PMI act 0.9, Diaph inh CS 6.7, TLR4 MyD88 comp 1.4, PMI act hi M6P 1, Hsp70 activator 0.1 and L major viab -3.9.
Screening C=C(C)CNC(=O)CCc1nnc(C2(c3ccc(Cl)cc3)CCC2)o1 returned S1P3 antag -11.7, Diaphorase act 1, RAM network inh 2.0, Redox H2O2 prof -0.9, G6PDH counter 9.7, PMI act 1.1, Diaph inh CS -1.4, TLR4 MyD88 comp -3.0, PMI act hi M6P 1, Hsp70 activator 0.3 and L major viab -2.2.
For O=C(O)C1CSC(c2ccccc2)N1C(=O)c1ccco1 (stereo unspecified) the results were Diaphorase act 0.9, RAM network inh 0.7, Redox H2O2 prof 0.8, G6PDH counter 0.0, PMI act 1, Diaph inh CS 11.0, TLR4 MyD88 comp 10.1, PMI act hi M6P 1, Hsp70 activator 0.0 and L major viab -3.1.
Cc1ccc(N/N=C2/CCCNC2=O)cc1 was read as Diaphorase act 0.8, RAM network inh -0.1, Redox H2O2 prof 2.2, G6PDH counter 2.9, PMI act 1.4, Diaph inh CS 20.6, TLR4 MyD88 comp -1.8, PMI act hi M6P 1.9, Hsp70 activator -0.4 and L major viab -3.7.
Screening COc1cc(/C=C(/NC(=O)c2ccc(Cl)cc2Cl)C(=O)O)cc(OC)c1OC returned S1P3 antag -10.3, Diaphorase act 0.9, RAM network inh 0.4, Redox H2O2 prof -0.4, G6PDH counter 21.7, PMI act 1, Diaph inh CS 11.9, TLR4 MyD88 comp 8.6, PMI act hi M6P 1, Hsp70 activator -0.3 and L major viab -4.7.
CN(C)C(=O)CSc1nnc(Cc2ccccc2)n1Cc1ccco1 was read as Diaphorase act 1, RAM network inh 0.8, Redox H2O2 prof -0.1, G6PDH counter 5.5, PMI act 1, Diaph inh CS 2.1, TLR4 MyD88 comp -11.6, PMI act hi M6P 1.1, Hsp70 activator -0.2 and L major viab -5.3.
For Cn1c(N)c(C(=O)COC(=O)C2CCCN2C(=O)c2cccs2)c(=O)n(C)c1=O (stereo unspecified) the results were S1P3 antag -4.2, Diaphorase act 1.1, RAM network inh 0.9, Redox H2O2 prof 0.1, G6PDH counter 2.3, PMI act 1.1, Diaph inh CS -5.9, TLR4 MyD88 comp 2.1, PMI act hi M6P 1, Hsp70 activator -0.2 and L major viab -1.5.
Screening O=C(O)c1cc(-c2ccc(N3CCOCC3)cc2)nn1-c1ccc(F)cc1 returned S1P3 antag -5.0, Diaphorase act 0.9, RAM network inh 1.2, Redox H2O2 prof 0.6, G6PDH counter -11.2, PMI act 1, Diaph inh CS 8.4, TLR4 MyD88 comp -2.1, PMI act hi M6P 1, Hsp70 activator -0.5 and L major viab -3.2.
Cc1ccc(C(C(=O)NC2CCCC2)N(Cc2cccs2)C(=O)CNC(=O)c2cccs2)o1 (stereo unspecified) was read as S1P3 antag 1.5, Diaphorase act 0.9, RAM network inh 1.1, Redox H2O2 prof 2.0, G6PDH counter 3.8, PMI act 0.9, Diaph inh CS 14.3, TLR4 MyD88 comp -11.7, PMI act hi M6P 0.9, Hsp70 activator 0.1 and L major viab 45.5.
For O=C(c1cnn2ccccc12)N1CCN(C2CCCCC2)CC1 the results were Diaphorase act 0.9, RAM network inh 0.7, Redox H2O2 prof -0.7, G6PDH counter -1.9, PMI act 0.9, Diaph inh CS 12.3, TLR4 MyD88 comp -2.5, PMI act hi M6P 0.9, Hsp70 activator -0.1 and L major viab -10.5.
Screening CC(=O)[C@@H]1[C@@H]2C(=O)N(Cc3ccccc3)C(=O)[C@@H]2C2c3ccccc3C=CN21 (stereo partly specified) returned S1P3 antag -21.2, Diaphorase act 0.8, RAM network inh 4.0, Redox H2O2 prof -2.5, G6PDH counter -1.5, PMI act 1.2, Diaph inh CS 20.4, TLR4 MyD88 comp -13.4, PMI act hi M6P 1.2, Hsp70 activator -0.4 and L major viab -4.2.
CC(=O)OCCCNc1cc(Sc2ccc(C)cc2)c2nonc2c1[N+](=O)[O-] was read as S1P3 antag 1.1, Diaphorase act 0.7, RAM network inh 3.7, Redox H2O2 prof 0.1, G6PDH counter -23.7, PMI act 0.8, Diaph inh CS 34.5, TLR4 MyD88 comp 1.6, PMI act hi M6P 0.5, Hsp70 activator -0.3 and L major viab 5.5.
Screening CC(C)=NNc1nc2c(c(=O)n(C)c(=O)n2C)n1CCc1ccccc1 returned S1P3 antag -23.7, Diaphorase act 1.1, RAM network inh 2.1, Redox H2O2 prof -10.1, G6PDH counter 5.7, PMI act 1.2, Diaph inh CS -8.7, TLR4 MyD88 comp 1.7, PMI act hi M6P 0.8, Hsp70 activator -0.2 and L major viab 9.2.
O=C(CSc1nncs1)NCc1ccc2c(c1)OCO2 was read as S1P3 antag -42.4, Diaphorase act 0.9, Redox H2O2 prof -0.9, G6PDH counter 0.4, PMI act 1, Diaph inh CS 13.8, TLR4 MyD88 comp -12.3, PMI act hi M6P 0.9, Hsp70 activator -0.5 and L major viab -6.7.
COc1ccc(-c2csc(N(CC3CCCO3)C(=O)c3ccccc3)n2)cc1 (stereo unspecified) was read as S1P3 antag -21.0, Diaphorase act 0.8, RAM network inh 4.8, Redox H2O2 prof -2.1, G6PDH counter -3.7, PMI act 1, Diaph inh CS 15.0, TLR4 MyD88 comp 2.0, PMI act hi M6P 1, Hsp70 activator -0.1 and L major viab 39.0.
`CN1CCC2(CC1)Nc1nc(SCc3ccc(Cl)cc3)nn1C1=C2CN(C)CC1` gave S1P3 antag -23.2, Diaphorase act 1, RAM network inh -0.5, Redox H2O2 prof -2.6, G6PDH counter 7.6, PMI act 1.1, Diaph inh CS 3.7, TLR4 MyD88 comp 10.0, PMI act hi M6P 1, Hsp70 activator -0.4 and L major viab 96.8*.
CN1c2ccccc2C(C)(C)C12CC(CCl)=NO2 (stereo unspecified) was read as Diaphorase act 0.9, RAM network inh 1.0, Redox H2O2 prof 0.3, G6PDH counter -0.4, PMI act 1.1, Diaph inh CS 8.7, TLR4 MyD88 comp -5.8, PMI act hi M6P 1.1, Hsp70 activator -0.2 and L major viab 8.9.
Screening CO/N=C/CC(=O)c1ccc(OC)cc1 returned S1P3 antag -16.1, Diaphorase act 1.1, RAM network inh 1.4, Redox H2O2 prof -0.3, G6PDH counter 7.7, PMI act 1, Diaph inh CS -11.6, TLR4 MyD88 comp -14.5, PMI act hi M6P 1, Hsp70 activator -0.4 and L major viab 17.1.
`CN1CCN(C2=Cc3ccccc3Sc3cc(F)ccc32)CC1` gave Diaphorase act 0.8, RAM network inh 1.9, Redox H2O2 prof -0.1, G6PDH counter 8.7, PMI act 1, Diaph inh CS 17.1, TLR4 MyD88 comp 0.3, PMI act hi M6P 1, Hsp70 activator -0.1 and L major viab 99.9*.
For CC1(C)Cc2c(c(=S)nc(-c3ccccc3)n2CCCN2CCOCC2)CO1 the results were Diaphorase act 0.9, RAM network inh 1.3, Redox H2O2 prof -2.2, G6PDH counter -4.7, PMI act 1, Diaph inh CS 7.8, TLR4 MyD88 comp 7.8, PMI act hi M6P 1, Hsp70 activator -0.1 and L major viab -5.4.
For Cn1nc(-c2ccccc2)c(CSc2ccccc2Cl)c1Cl the results were Diaphorase act 0.9, RAM network inh 0.8, Redox H2O2 prof 0.2, G6PDH counter -1.6, PMI act 1, Diaph inh CS 10.9, TLR4 MyD88 comp 3.9, PMI act hi M6P 1, Hsp70 activator -0.2 and L major viab 8.8.
COc1ccc(C(Nc2ccc(S(=O)(=O)NCC3CCCO3)cc2)C(=O)NC(C)(C)C)cc1OC (stereo unspecified) was read as S1P3 antag 0.0, Diaphorase act 0.9, RAM network inh -0.2, Redox H2O2 prof -0.2, G6PDH counter 14.6, PMI act 0.9, Diaph inh CS 13.2, TLR4 MyD88 comp -3.6, PMI act hi M6P 0.9, Hsp70 activator -0.3 and L major viab -8.0.
Screening CC(=O)c1ccc(NC(=S)NCc2ccc(Cl)cc2Cl)cc1 returned S1P3 antag 1.4, Diaphorase act 0.9, RAM network inh 5.4, Redox H2O2 prof 0.0, G6PDH counter -4.2, PMI act 0.9, Diaph inh CS 12.8, TLR4 MyD88 comp -7.2, PMI act hi M6P 1, Hsp70 activator -0.2 and L major viab -4.1.
